Bioassay records as filed in PubChem.
KB-V1 cytotox: KB-V1 MDR subline cytotoxicity | KB-V1 MDR cells viability, CellTiter-Glo, 72 h | Potency, µM (titrated, usually from 46.1 µM), without a hit: top-dose activity change, negative = cytotoxicity, usual class: cytotoxic | actives 3.4% (n = 400,000) | AID 1347076; also: potency is read from the fitted curve at half-maximal effect; % is scaled to controls: 0 for no effect and ±100 for the full control effect; nearly all actives have a fitted effect of over 60% in size
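Potencies derive from concentration-effect curves fitted to normalized luminescence (CellTiter-Glo) of KB-V1 cells treated for 72 h at 37 degrees C in phenol-red-free DMEM containing 10% FBS.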
GLP-1R agonist: activates the human GLP-1 receptor; P43220; HEK293 GLP-1R CRE-luciferase, luminescence, 4-6 h; cells express a hypersensitive GLP-1R form; Potency, µM (top dose mostly 45.6 µM), inactives show at the top dose activation, actives largely listed as activators; actives 0.007% (n = 380,000); AID 624172; also: potency is read from the fitted curve at half-maximal effect; % of control where 0% means no effect
Target sequence (P43220 whole entry, looked up): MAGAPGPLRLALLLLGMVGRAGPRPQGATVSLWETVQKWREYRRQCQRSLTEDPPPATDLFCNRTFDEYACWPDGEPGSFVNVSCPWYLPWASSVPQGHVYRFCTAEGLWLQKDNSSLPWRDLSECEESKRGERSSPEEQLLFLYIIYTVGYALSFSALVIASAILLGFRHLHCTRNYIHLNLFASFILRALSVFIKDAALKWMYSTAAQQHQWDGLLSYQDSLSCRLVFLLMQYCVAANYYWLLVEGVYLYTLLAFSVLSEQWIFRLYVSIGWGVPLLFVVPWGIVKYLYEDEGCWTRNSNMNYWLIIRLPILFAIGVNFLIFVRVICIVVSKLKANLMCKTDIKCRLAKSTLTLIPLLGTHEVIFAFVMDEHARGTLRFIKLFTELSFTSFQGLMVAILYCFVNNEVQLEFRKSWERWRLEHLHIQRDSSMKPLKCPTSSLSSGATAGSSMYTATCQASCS
TDP43 rescue: rescues yeast growth from TDP-43 toxicity; TDP-43 expressing yeast growth rescue, BacTiter-Glo, 24 h; Potency, µM (highest dose often 46.1 µM), for inactives: at the top dose growth rescue (activation), hits mostly activators; actives 1.8% (n = 410,000); AID 652104; also: potency is read from the fitted curve at half-maximal effect; % of control where 0% means no effect; nearly all actives have a fitted effect of over 50% in size
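Yeast expressing TDP-43 (pregrown in raffinose, seeded at OD600=0.02 in galactose medium) exposed to compounds 24 hr at 30 deg C. Growth read by BacTiter-Glo luminescence; rescue of toxicity appears as increased signal.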
DRD3 antagonist: blocks the human D3 dopamine receptor | D3R cells, DiscoveRx beta-arrestin luminescence, antagonist mode; hits give low values | max response, negative = inhibition, % | actives 2.5% (n = 360,000); in the data active = max response below about -50%; inconclusive = no clear call, values can overlap the other calls; also: % is scaled to controls: 0 for no effect and ±100 for the full control effect; mostly tested at two doses, the higher about 12 µM
Target sequence (P35462 whole entry, looked up): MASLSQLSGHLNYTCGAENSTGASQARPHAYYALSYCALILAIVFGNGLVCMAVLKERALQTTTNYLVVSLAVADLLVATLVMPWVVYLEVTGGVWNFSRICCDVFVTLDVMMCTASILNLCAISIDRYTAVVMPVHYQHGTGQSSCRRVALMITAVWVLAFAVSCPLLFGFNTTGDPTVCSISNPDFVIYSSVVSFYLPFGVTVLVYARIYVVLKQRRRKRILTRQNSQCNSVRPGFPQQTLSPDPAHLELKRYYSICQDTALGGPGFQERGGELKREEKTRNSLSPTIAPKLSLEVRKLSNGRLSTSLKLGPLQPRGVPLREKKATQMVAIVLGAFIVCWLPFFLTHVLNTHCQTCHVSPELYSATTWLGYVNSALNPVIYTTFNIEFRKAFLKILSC
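Cells plated overnight at 1500 cells/well, then exposed to library compounds with dopamine controls for 90 minutes at 37 degrees C. DiscoveRx reagent added for 30–60 minutes at room temperature; luminescence read, quantitative HTS format.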
GLP1R inv ag: GLP-1 receptor (human) inverse agonism | HEK293 GLP-1R CRE-luciferase, luminescence, 24 h; GLP-1R form is constitutively active | Potency, µM (doses to about 38.3 µM), for the others: top-dose activity change, negative = inhibition, hits mostly inhibitors | actives 1.6% (n = 410,000); also: potency is read from the fitted curve at half-maximal effect; % is scaled to controls: 0 for no effect and ±100 for the full control effect; nearly all actives have a fitted effect of over 55% in size
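Assay principle: reduced luminescence from a cAMP-responsive reporter in HEK293 cells co-expressing a constitutively active GLP-1R. Conditions: 24 hr compound incubation, 37 deg C, 5% CO2.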
PTHR1 ag: PTHR1 (human) receptor agonism. Q03431. HEK293 GP2 PTHR1 cells, GloSensor cAMP luminescence, 1 h. Potency, µM (titrated, usually from 115 µM), for inactives: at the top dose activation, actives largely listed as activators. actives 0.075% (n = 410,000). AID 743266; also: potency is read from the fitted curve at half-maximal effect; nearly all actives have a fitted effect of over 55% in size; some results filed as inactive show a strong effect at the top dose; inactives centre near -15; many of its hits are not listed in these tables
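HEK-293-derived GP2 cells expressing PTHR1 and a GloSensor cAMP reporter, 3,000/well, plated overnight, given luciferin plus IBMX (each 0.5 mM as added) for 1 h at 37 °C, then compound for 1 h at 37 °C. Luminescence was read after 15 min at room temperature.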
aSyn yeast inh: alpha-synuclein toxicity inhibition in yeast; Potency, µM (titrated, usually from 46.1 µM), for the others: at the top dose growth rescue (activation), hits mostly activators; Yeast expressing alpha-synuclein, growth rescue, BacTiter-Glo, 24 h; actives 0.14% (n = 370,000); also: potency is read from the fitted curve at half-maximal effect; % of control where 0% means no effect; nearly all actives have a fitted effect of over 65% in size
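Screening used galactose-induced yeast with toxic alpha-synuclein levels, exposed to compound for 24 hr at 30 deg C. Cell growth, read with BacTiter-Glo luminescence, gave the measured signal.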
HEK293 tox: cytotoxicity counter-screen for GLP-1 receptor inverse agonists; HEK293 cAMP-luciferase reporter cells, luminescence, 24 h; Potency, µM (titrated, usually from 38.3 µM), without a hit: at the top dose activity change, negative = inhibition, usual class: inhibitors; AID 624418; actives 0.13% (n = 410,000);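 also: loss of luciferase light is scored as toxicity; potency is read from the fitted curve at half-maximal effect; % is scaled to controls: 0 for no effect and ±100 for the full control effect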
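Here, cytotoxicity is scored as loss of luminescence. The MLSMR collection was tested on cells seeded in medium containing 10% Nu serum, with a 24 hr compound exposure preceded by 12 hours of culture.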
D3 ag: activates the human D3 dopamine receptor. P35462. D3R DiscoveRx beta-arrestin cells, luminescence, 90 min. max activation, %. actives 0.58% (n = 410,000). AID 652048; in the data active = max activation above about 30%; also: 0% is about no effect; mostly tested at two doses, the higher about 12 µM
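Cells at 1500/well, incubated overnight, then treated with pinned compounds (dopamine as control) for 90 min at 37 degrees C. DiscoveRx reagent added for 30 - 60 minutes at room temperature; luminescence read.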
Active calls of the source: *; i = inactive; ? = inconclusive; . = no result given; & = joins results of further samples; [ ] = dose if it differs, or a comment. Unless noted, calls follow the shape of the dose curve; as a rule, active = well fitted curve in the direction sought with a large enough effect; inconclusive = small, poorly fitted or top-dose-only effect, or another doubt; inactive = no such curve, though single readings can be large; an effect the other way counts as inactive or inconclusive. Not all compounds are listed. The share of hits here may be higher or lower than overall.

SMILES	KB-V1 cytotox	GLP-1R agonist	TDP43 rescue	DRD3 antagonist	GLP1R inv ag	PTHR1 ag	aSyn yeast inh	HEK293 tox	D3 ag
COC(=O)c1ccc(-n2c(CCC(=O)O)ccc2-c2ccccc2)cc1	12%	-1%	-11%	-29	-1%	?	-2%	11%	-9
C#CCN(C[C@H]1[C@H](OC(=O)NCCCCCC)[C@H](OC(=O)NCCCCCC)C[C@@H](C(=O)OC)[C@H]1C(=O)OC)S(=O)(=O)c1ccc(C)cc1	?	-3%	0%	25	-22%	-21%	7%	2%	0
COC(=O)C1=C(C(=O)OC)[C@@H]2N(C)c3ccccc3[C@@]23C[C@@H](C(=O)OC)N(C(=O)CC(C)C)C3=N1	10%	3%	10%	-6	?	i	-1%	-12%	28
COC(=O)CN1C(=O)C2(OCCCO2)c2ccccc21	16%	4%	-8%	-11	55%[activator]	-42%[inhibitor][57.5 µM]	5%	5%	-9
COc1ccc(NC2CCCN(C(=O)COc3ccc(Cl)cc3C)C2)cc1OC (stereo unspecified)	7.3µM*	9%	4%	-1	?	-33%[inhibitor]	1%	8%	-3
CCN(C(=O)COC(=O)CCC1CCCC1)c1c(N)n(Cc2ccccc2)c(=O)[nH]c1=O	-5%	-20%	27%	8	20%	-7%	6%	23%	1
O=C(c1cc(Cl)nc2ccccc12)N1CCCCC1	4%	-3%	-21%	-16	-13%	i	1%	28%	-14
CCCCN(C(=O)c1ccco1)C1CCS(=O)(=O)C1 (stereo unspecified)	18%	-1%	-9%	-9	-5%	i	1%	4%	0
CC(C)c1ccc2oc(-c3cc(NC(=O)c4cccs4)ccc3Cl)nc2c1	-25%	-7%	?	.	?	-25%	-8%	3%	1
CCOC(=O)c1ccc(NC(=O)c2ccnn2C)cc1	6%	21%	17%	16	36%[activator]	i	-8%	-1%	-4
Nc1nnn(-c2ccccc2)c1-c1ccccc1	2%	0%	-2%	7	18%	i	2%	?	11
CSc1ncc(CN2CCC(C(=O)Nc3cccc(-c4cscn4)c3)CC2)cn1	?	-1%	-5%	-9	?	-87%[inhibitor]	-9%	5%	-3
COc1ccc(-c2nn(-c3ccccc3C)cc2CNC(C)Cn2cncn2)cc1F (stereo unspecified)	-7%	19%	.	0	6%	i	-1%	-3%	-6
CCC1C/C(=C/c2cccs2)C(=O)/C(=C/c2cccs2)C1 (stereo unspecified)	?	14%	26%	?	-1%	-6%	17%	-5%	2
COc1cccc(N2C(=O)Nc3ccc(Br)cc3C2(O)C(=O)NCCCOC(C)C)c1 (stereo unspecified)	6%	5%	-2%	-11	3%	i	2%	8%	19
O=S(=O)(c1cnc[nH]1)N1CCN(c2ccc(Cl)cc2)CC1	3%	6%	16%	-27	2%	-19%	1%	-8%	4
CC(=O)Nc1ccc(NC(=O)c2c(C)nn(-c3ccccc3)c2Cl)cc1C	-4%	10%	-12%[9.22 µM]	3	34%[activator]	i	1%	1%	-6
COc1ccc(-c2nnc(SCC(=O)Nc3cccc(C)c3)s2)cc1	4%	.	12%	.	2%	i	.	1%	9
O=C(COC(=O)CCc1ccc(S(=O)(=O)N2CCOCC2)cc1)NC1CCCCCC1	-12%	0%	13%	4	0%	i	0%	-11%	2
O=C(Cc1cccs1)Nc1ccc(S(=O)(=O)Nc2ncccn2)cc1	0%	-6%	-1%	13	3%	i	-14%	-5%	2
COc1ccc(-c2nnc3ccc(SCC(=O)N4CCCCCC4)nn23)cc1OC	11%	3%	0%	0	14%	10%	2%	2%	0
COCCSc1ccccc1C(=O)NCC1CCCO1 (stereo unspecified)	4%	0%	-19%	-1	-7%	-33%[inhibitor][57.5 µM]	-10%	30%	0
COc1ccc(NC(=O)COc2ccc(N(C)S(=O)(=O)c3ccc(Cl)cc3)cc2)cc1	0%	-2%	21%	-2	?	-15%	6%[1.84 µM]	-16%	3
CCC(C)[C@H](NC(=O)Nc1ccc(Oc2ccccc2)cc1)C(=O)O (stereo partly specified)	10%	-10%	12%	0	9%	i	1%	-7%	0
COc1cc(-c2cc(-c3ccccc3)nc(SCC(=O)Nc3nccs3)c2C#N)cc(OC)c1OC	-2%	12%	-3%	-21	20%	-6%[57.5 µM]	1%	87%[activator]	2
Carrying on:
SMILES	KB-V1 cytotox	GLP-1R agonist	TDP43 rescue	DRD3 antagonist	GLP1R inv ag	PTHR1 ag	aSyn yeast inh	HEK293 tox	D3 ag
CC(C)(C)[C@H]1C=C(C(=O)NCc2ccccc2)O[C@@H](OCCCCO)C1	10%	1%	-10%	-16	-17%	-34%[inhibitor]	-6%	?	-12
COc1ccc(NC(=O)CN(Cc2ccccc2)S(C)(=O)=O)c(OC)c1	-28%	9%	-15%	-15	7%	16%[57.5 µM]	12%	5%	8
Cc1cc(C(=O)N2CCN(c3ccccc3)CC2)c(C)o1	?	23%	12%	25	0%	-5%[57.5 µM]	7%	2%	0
O=C(O)CSCc1nc2cccnc2n1C1CCCCC1	-4%	0%	-19%	0	1%	?	-1%	-7%	5
O=C(c1cc(F)c(F)c(F)c1F)N1CCN(Cc2ccc3c(c2)OCO3)CC1	-6%	-5%	7%	9	?	-16%	0%	3%	-3
Cc1cc(C)n(C(=O)COc2ccc([N+](=O)[O-])cc2)n1	?	-4%	5%	29	24%	-14%	0%	-10%	-6
Cc1cccc(N(Cc2ccccc2)C(=O)c2ccc(C)c(S(=O)(=O)N3CCOCC3)c2)c1	-15%	1%	?	14	?	-72%[inhibitor]	4%	-21%	7
CN(C(=O)c1cccc(NC(=O)Cc2ccc(NC(=O)C3CCCN(C(=O)C4CCCCC4)C3)cc2)c1)C1CCCCC1 (stereo unspecified)	-15%	0%	20%	87	-21%	-6%	-4%	0%	20
C=CCNCCCCOc1ccccc1	-10%	13%	-2%	15	4%	5%	-2%	-10%	-5
COc1ccccc1/C=C/CN1CCCC(CO)(Cc2cccc(Cl)c2)C1 (stereo unspecified)	-27%	13%	-10%	-59*	11µM*	-15%	-2%	?	-14
Brc1ccc(-c2cn3ccccc3n2)cc1	-2%	1%	-23%	4	?	-17%	-24%	0%	3
C=CCn1c(NCc2ccc3c(c2)OCO3)nc2ccccc21	-21%	33%	-6%	-11	5%	-15%[57.5 µM]	-2%	4%	-1
Cc1ccc(C)c(CN2CCCN(Cc3ccccc3C)S2(=O)=O)c1	3%	.	-2%	.	?	i	.	3%	-1
Cc1cc2cc3c(cc2nc1SCC(=O)OC(C)C)OCCO3	0%	4%	5%	-11	0%	-5%	-5%	1%	1
COc1ccc(CNC(=O)CCCN2C(=O)CCn3nc(-c4cn(C)c5ccccc45)cc32)cc1	0%	.	18%	.	-18%	14%	.	2%	-9
Cc1ccc(NS(=O)(=O)c2c(C)ccc3nsnc23)c([N+](=O)[O-])c1	12%	-3%	22µM*	-17	-20%	-53%[inhibitor]	0%	-8%	-3
CCN1CCN(Cc2ccc(NC(=O)c3cc(NC(=O)N4CCNC4=O)cc(OC)c3)cc2C(F)(F)F)CC1	?	16%&-2%	13%&16%	56&38	?	-3%	3%&-1%	8%&-16%	7&0
CS(=O)(=O)N1CCN(Cc2ccccc2C(F)(F)F)CC1	-4%	9%	2%	-6	-9%	i	6%	-1%	-3
O=C(Nc1nnc([C@H]2C[C@H](O)[C@@H](CO)O2)s1)c1cccc(OC(F)(F)F)c1	0%	-1%	-2%	-5	19%	-14%	1%	-2%	-11
COC(=O)Cn1c(-c2ccc(OC)cc2)c(-c2ccc(OC)cc2)nnc1=O	-4%	1%	6%	0	7%	-2%	0%	19%	-1
Cc1ccc(-n2nc(C(=O)c3ccccc3)n3c(=O)cc(-c4ccccc4)nc23)cc1	0%	-8%	8%	10	0%	i	3%	5%	2
Cc1cc(/C=C2\SC(=S)NC2=O)c(C)n1C1CC1	?	-10%	8%	9	11%	-12%[57.5 µM]	1%	-4%	-2
C/C(=N\NC(=O)Cc1cccn1C)c1ccc([N+](=O)[O-])cc1	11%	14%	22%	-5	9%	-4%	0%	8%	6
CC1CCN(c2ccc3c(c2)S(=O)(=O)c2cccc(C(=O)NC4CC4)c2C3=O)CC1	5%	-2%	-14%	50	14%	-79%[inhibitor]	-6%	8%	52*
COc1cccc(/C=C/c2onc(C)c2S(=O)(=O)N2CCC(C(=O)N3CCCCC3)CC2)c1	0%	.	-2%	.	10%	-38%[inhibitor]	.	15%	-1
Continuation:
SMILES	KB-V1 cytotox	GLP-1R agonist	TDP43 rescue	DRD3 antagonist	GLP1R inv ag	PTHR1 ag	aSyn yeast inh	HEK293 tox	D3 ag
CCn1cc(C(=O)Nc2ccc(Cl)cc2Cl)cn1	17%	16%	4%	11	3%	i	1%	-15%	4
CC(O)CN(Cc1cccc(Cl)c1)CC(C)O (stereo unspecified)	0%	-2%	-18%	-17	8%	-3%[57.5 µM]	2%	-13%	0
CC(C)CC(=O)Nc1cc2nn(-c3ccccc3)nc2cc1Cl	-24%	-1%	1%	-3	0%	-52%[inhibitor][57.5 µM]	-3%	4%	-13
CC(=O)Nc1ccc(NC(=O)CSc2nnnn2-c2ccc(F)cc2)cc1	0%	2%	-19%	6	46%[activator]	-49%	3%	5%	9
COC(=O)c1ccc(C2c3c(oc4ccc(F)cc4c3=O)C(=O)N2CCO)cc1 (stereo unspecified)	-2%	-9%	-4%	-6	5%	-16%[57.5 µM]	-3%	-12%	0
Cc1ccc(C(=O)CSc2nnc(C(C)C)n2C)cc1C	-18%	1%	10%	15	15%	-10%	6%	2%	3

Record cards, as listed above. Screens in order: KB-V1 cytotox	GLP-1R agonist	TDP43 rescue	DRD3 antagonist	GLP1R inv ag	PTHR1 ag	aSyn yeast inh	HEK293 tox	D3 ag
Record of COc1cccc(/C=C/c2onc(C)c2S(=O)(=O)N2CCC(C(=O)N3CCCCC3)CC2)c1 : 0%	.	-2%	.	10%	-38%[inhibitor]	.	15%	-1
Record of Brc1ccc(-c2cn3ccccc3n2)cc1 : -2%	1%	-23%	4	?	-17%	-24%	0%	3
